Screening data as filed in PubChem.
H1N1 NS1A inhibition: NS1A inhibition, H1N1 influenza, cell based functional assay (AID 504329); NS1A functional cell-based assay, percent inhibition; higher % means a stronger effect; inhibition, % at 12.5 µM; hits with a dose series show IC50 in µM; hit rate 0.3% among 340,000; in the data active = a potency from the dose series; also: strong numbers were not always called active
inhibitors of VEEV: inhibitors of VEEV TC-83 cytopathic effect, confirmation, Vero cells (AID 588727); Vero cells, VEEV TC-83 cytopathic effect inhibition; higher % means a stronger effect; hit rate 0.13% among 350,000; inhibition, % at 20 µM, or IC50 in µM where a hit was titrated; in the data active = a potency from the dose series; also: strong numbers were not always called active
H37Rv inhibition: M. tuberculosis growth inhibition, HTS (AID 449762); M. tuberculosis H37Rv growth inhibition, 7H9 media; higher % means a stronger effect; hit rate 0.59% among 330,000; inhibition, % at 25 µM, or IC50 in µM where a hit was titrated; in the data active = a potency from the dose series;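 also: bacterial growth assessed after seven days of incubation; strong numbers were not always called active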
Salmonella PhoP GFP: PhoP regulon inhibitors, Salmonella typhi PhoP promoter GFP reporter, confirmatory (AID 1850). inhibition, % at 50 µM; hits with a dose series show IC50 in µM. hit rate 0.33% among 310,000. Salmonella Typhi PhoP-promoter GFP reporter, fluorescence, 4 h; higher % means a stronger effect; in the data active = a potency from the dose series;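 also: 0% = induced wells with vehicle and 100% = uninduced wells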
M. tuberculosis: growth inhibition of non-replicating M. tuberculosis (AID 488890); Mycobacterium tuberculosis non-replicating, growth inhibition; higher % means a stronger effect; inhibition, % at 25 µM; hits with a dose series show IC50 in µM; hit rate 0.39% among 320,000; in the data active = a potency from the dose series;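 also: plate controls were DMSO cells for no effect and high antibiotic wells for full effect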
inhibitors of VEEV 10K pilot screen: also measured in inhibitors of VEEV; calls as there; inhibition, %; measured here: 10K pilot screen inhibition
An asterisk follows results filed as active; i = inactive; / = no result given.

SMILES	H1N1 NS1A inhibition	inhibitors of VEEV	H37Rv inhibition	Salmonella PhoP GFP	M. tuberculosis	others
Cc1ccc(CNC(=O)CC(C)S(=O)(=O)c2ccc3c(c2)NC(=O)CO3)cc1 (stereo unspecified)	-10%	i	-6%	-1%	9%
CC(C)OP(=O)(OC(C)C)C1(O)C(=O)Nc2ccc(Br)cc21 (stereo unspecified)	7%	2.9%	0%	-6%	6%
COc1ccc(CN(N=O)C2CC(=O)N(c3ccc(OC)cc3)C2=O)cc1 (stereo unspecified)	/	2.7%	-4%	5%	-17%
CCN(CC)c1ccc(NS(=O)(=O)c2cn(C)c(=O)n(C)c2=O)c(C)c1	2%	i	-7%	3%	40%	inhibitors of VEEV 10K pilot screen=0.2
C/C=C(\C)CN1CCC(n2nccc2NC(=O)CCc2ccccc2)CC1	16%	0.4%	-2%	-12%	-9%
CCOC(=O)c1c(C)[nH]c(C(=O)CSc2nnc(-c3cccs3)n2Cc2ccccc2)c1C	0%	i	6%	7%	5%
CCn1ccc(C(=O)NC2CCCC2)n1	-12%	1.5%	-17%	0%	2%
N#C/C(=C\c1c(N2CCN(c3ccccc3)CC2)nc2ccccn2c1=O)S(=O)(=O)c1ccccc1	8%	i	-8%	-3%	-12%
O=C(COC(=O)CCCC1=NS(=O)(=O)c2ccccc2N1)Nc1ccc(Br)cc1	-8%	i	-2%	6%	11%
Cc1cccc(NC(=O)CCN2C(=O)c3ccccc3S2(=O)=O)c1C	31%	i	-7%	2%	-11%	inhibitors of VEEV 10K pilot screen=0.3
O=C(Cn1c(=O)c2c(ncn2C2CCCC2)n(Cc2ccccc2)c1=O)N1CCc2ccccc21	5%	1.4%	-5%	-1%	26%
COC(=O)CN(c1cccc(F)c1)S(C)(=O)=O	-1%	i	3%	-15%	-8%
COc1ccc2[nH]c(=O)c(CN(C(=O)c3cccnc3)c3ccc(C)cc3)cc2c1	-4%	3.5%	-2%	-4%	-6%
CC(C)C(=O)NC(=S)Nc1ccccc1F	-2%	1.1%	4%	2%	75%
COc1cccc(N2CC(C(=O)NNC(=O)c3ccc(Cl)cc3)CC2=O)c1 (stereo unspecified)	21%	3.4%	-1%	-7%	-2%
Cc1cc(S(=O)(=O)NC2CCCC2)ccc1F	8%	1.8%	2%	-1%	13%
COc1ccc(-c2[nH]ncc2CN(C)C(C)c2ccon2)c(OC)c1 (stereo unspecified)	12%	i	5%	-2%	-2%
O=C(Nc1cc(Cl)ccc1Cl)P(=O)(O)c1ccccc1	-25%	0.7%	/	/	/
CCCn1c(SCC(=O)Nc2ccccc2OC)nnc1-c1ccco1	7%	i	-7%	7%	-12%
O=C(NNC1=C(C(=O)C(F)(F)F)CCC1)c1ccccc1Cl	-2%	0.6%	0%	-26%	1.3µM*
Cc1cc(C)cc(N(CC(=O)NCc2ccccc2)C(=O)CCC(=O)Nc2ccccn2)c1	1%	1.5%	-1%	-3%	-3%
Cc1ccccc1Cn1c(=O)n(-c2ccccc2)c(=O)c2ccc(C(=O)NCc3ccco3)cc21	1%	i	-9%	-1%	/
COC(=O)c1ccc(NC(=O)C2CC(=O)N(c3ccc(C)cc3)C2)cc1 (stereo unspecified)	8%	1.1%	1%	3%	2%
CCOC(=O)c1c(C)c(-c2ccccc2)n(CC(=O)N2CCN(C)CC2)c1C	31%	1.4%	5%	-2%	7%	inhibitors of VEEV 10K pilot screen=0.4
Cc1ccc(C(=O)NCC(=O)OCC(=O)Nc2cc(S(=O)(=O)N3CCOCC3)ccc2Cl)s1	-12%	1.7%	-3%	/	0%
CCOC(=O)C1CCCN(C(=O)N2CCOCC2)C1 (stereo unspecified)	-8%	0.3%	-4%	-8%	-17%
Cc1ccc(C(=O)NC(=S)NNS(=O)(=O)c2ccccc2)cc1	-2%	1.2%	-4%	-26%	51%
Cc1cc(-n2nc(C)cc2C)nc(NS(=O)(=O)c2ccccc2Cl)n1	-14%	i	2%	4%	26%
O=C(CN1CCN(c2ncccn2)CC1)N(Cc1ccccc1)c1ccc(F)cc1	1%	i	-5%	1%	5%
CCN(CC)c1ccc(NC(=O)c2ccc(=O)[nH]c2)cc1S(=O)(=O)Nc1ccc(OC)cc1	2%	6.6%	59%	8%	9%
N=C1C(c2ccccc2)=C(O)C2CCc3ccccc3N12 (stereo unspecified)	-11%	i	-10%	5%	16%
CC(=O)N1N=C(c2cccnc2)CC1c1ccccc1O (stereo unspecified)	-1%	3.2%	1%	2%	3%
COc1cccc(C(=O)N2CCCc3ccccc32)c1	-2%	2.6%	-14%	1%	5%
Cc1ccc(NC(=O)C(C)N2C(=O)c3ccccc3C2=O)c(C)c1 (stereo unspecified)	-3%	0.7%	1%	-2%	41%
OC(COC(c1ccc(F)cc1)c1ccc(F)cc1)CN1CCc2ccccc2C1 (stereo unspecified)	-3%	i	28%	4%	72%
O=C(COC(=O)C(O)c1ccccc1)c1ccc2c(c1)OCCO2 (stereo unspecified)	6%	0.6%	-2%	3%	14%
COc1ccccc1NC(=O)NCCCCc1ccccc1	-3%	i	-3%	-8%	29%
CCOc1ccc(C(=O)Nc2ccc(N3CCN(C)CC3)cc2)cc1	-5%	2.1%	-1%	-10%	33%
Cc1cccc(C(C)C)c1NC(=O)C(C)OC(=O)Cn1cnc2c1c(=O)n(C)c(=O)n2C (stereo unspecified)	-8%	1.7%	-3%	2%	-3%
Cc1csc(Nc2ccc(C(=O)O)cc2)n1	7%	0.1%	1%	-1%	-5%
CC(=O)N1C(=O)C2(C(C#N)=C(N)Oc3c2c(C)nn3-c2ccccc2)c2ccccc21 (stereo unspecified)	3%	0.8%	-1%	1%	68%
O=C(Nc1nccs1)c1ccc(S(=O)(=O)NCC2CCCCC2)cc1	-5%	i	-5%	1%	0%

20 neighbouring records from above, quoted:
SMILES	H1N1 NS1A inhibition	inhibitors of VEEV	H37Rv inhibition	Salmonella PhoP GFP	M. tuberculosis	others
COC(=O)c1ccc(NC(=O)C2CC(=O)N(c3ccc(C)cc3)C2)cc1 (stereo unspecified)	8%	1.1%	1%	3%	2%
CCOC(=O)c1c(C)c(-c2ccccc2)n(CC(=O)N2CCN(C)CC2)c1C	31%	1.4%	5%	-2%	7%	inhibitors of VEEV 10K pilot screen=0.4
Cc1ccc(C(=O)NCC(=O)OCC(=O)Nc2cc(S(=O)(=O)N3CCOCC3)ccc2Cl)s1	-12%	1.7%	-3%	/	0%
CCOC(=O)C1CCCN(C(=O)N2CCOCC2)C1 (stereo unspecified)	-8%	0.3%	-4%	-8%	-17%
Cc1ccc(C(=O)NC(=S)NNS(=O)(=O)c2ccccc2)cc1	-2%	1.2%	-4%	-26%	51%
Cc1cc(-n2nc(C)cc2C)nc(NS(=O)(=O)c2ccccc2Cl)n1	-14%	i	2%	4%	26%
O=C(CN1CCN(c2ncccn2)CC1)N(Cc1ccccc1)c1ccc(F)cc1	1%	i	-5%	1%	5%
CCN(CC)c1ccc(NC(=O)c2ccc(=O)[nH]c2)cc1S(=O)(=O)Nc1ccc(OC)cc1	2%	6.6%	59%	8%	9%
N=C1C(c2ccccc2)=C(O)C2CCc3ccccc3N12 (stereo unspecified)	-11%	i	-10%	5%	16%
CC(=O)N1N=C(c2cccnc2)CC1c1ccccc1O (stereo unspecified)	-1%	3.2%	1%	2%	3%
COc1cccc(C(=O)N2CCCc3ccccc32)c1	-2%	2.6%	-14%	1%	5%
Cc1ccc(NC(=O)C(C)N2C(=O)c3ccccc3C2=O)c(C)c1 (stereo unspecified)	-3%	0.7%	1%	-2%	41%
OC(COC(c1ccc(F)cc1)c1ccc(F)cc1)CN1CCc2ccccc2C1 (stereo unspecified)	-3%	i	28%	4%	72%
O=C(COC(=O)C(O)c1ccccc1)c1ccc2c(c1)OCCO2 (stereo unspecified)	6%	0.6%	-2%	3%	14%
COc1ccccc1NC(=O)NCCCCc1ccccc1	-3%	i	-3%	-8%	29%
CCOc1ccc(C(=O)Nc2ccc(N3CCN(C)CC3)cc2)cc1	-5%	2.1%	-1%	-10%	33%
Cc1cccc(C(C)C)c1NC(=O)C(C)OC(=O)Cn1cnc2c1c(=O)n(C)c(=O)n2C (stereo unspecified)	-8%	1.7%	-3%	2%	-3%
Cc1csc(Nc2ccc(C(=O)O)cc2)n1	7%	0.1%	1%	-1%	-5%
CC(=O)N1C(=O)C2(C(C#N)=C(N)Oc3c2c(C)nn3-c2ccccc2)c2ccccc21 (stereo unspecified)	3%	0.8%	-1%	1%	68%
O=C(Nc1nccs1)c1ccc(S(=O)(=O)NCC2CCCCC2)cc1	-5%	i	-5%	1%	0%

3 entries already listed, sorted by length of the SMILES, rising.
SMILES	H1N1 NS1A inhibition	inhibitors of VEEV	H37Rv inhibition	Salmonella PhoP GFP	M. tuberculosis	others
CCOc1ccc(C(=O)Nc2ccc(N3CCN(C)CC3)cc2)cc1	-5%	2.1%	-1%	-10%	33%
O=C(Nc1nccs1)c1ccc(S(=O)(=O)NCC2CCCCC2)cc1	-5%	i	-5%	1%	0%
CC(=O)N1C(=O)C2(C(C#N)=C(N)Oc3c2c(C)nn3-c2ccccc2)c2ccccc21 (stereo unspecified)	3%	0.8%	-1%	1%	68%
